Source: PubChem
Mac1 fbg enh = CD11b/CD18-fibrinogen binding enhancement. P05107+P11215. K562 CD11b/CD18 adhesion to fibrinogen, ATPlite luminescence. activation, % at 10 µM. 93,000 tested, 0.07% active;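 active = 10 µM primary screen giving 50% or more activity, confirmed by 40% or more on retest at that dose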; also: strong numbers were not always called active; reference of the scale not given here
Candida biofilm = kills Candida albicans biofilms. AID 834. inhibition, % at 6 µM. C. albicans biofilm + clotrimazole, Alamar Blue. 85,000 tested, 0.14% active;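 active = inhibition above 20%; inactive = inhibition below 20%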;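 also: preformed 24 hr biofilms exposed to compound for 48 hr; 0% = biofilm without compound and 100% = blank killed by clotrimazole plus chlorhexidine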
MT1-MMP txn act = activates MT1-MMP transcription. HT1080 MT1-MMP promoter luciferase reporter, luminescence, overnight; stronger effect = higher value. activation factor at 10 µM. 86,000 tested, 0.16% active;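 active = activation factor of at least 2 for MT1-MMP transcription at 10 µM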
Smad3 inh = inhibitors of human Smad3 transcription factor binding; P84022; TR-FRET Smad3/Dy647-FoxH1 peptide binding, europium anti-His; inhibition, % at 25 µM; 88,000 tested, 0.29% active;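 active = compounds that reduce the energy-transfer binding signal between the protein and its labelled peptide by more than half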;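 also: 0% = Smad3 plus labelled peptide maximal FRET and 100% = peptide-only background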
Target sequence (P84022 whole entry, looked up): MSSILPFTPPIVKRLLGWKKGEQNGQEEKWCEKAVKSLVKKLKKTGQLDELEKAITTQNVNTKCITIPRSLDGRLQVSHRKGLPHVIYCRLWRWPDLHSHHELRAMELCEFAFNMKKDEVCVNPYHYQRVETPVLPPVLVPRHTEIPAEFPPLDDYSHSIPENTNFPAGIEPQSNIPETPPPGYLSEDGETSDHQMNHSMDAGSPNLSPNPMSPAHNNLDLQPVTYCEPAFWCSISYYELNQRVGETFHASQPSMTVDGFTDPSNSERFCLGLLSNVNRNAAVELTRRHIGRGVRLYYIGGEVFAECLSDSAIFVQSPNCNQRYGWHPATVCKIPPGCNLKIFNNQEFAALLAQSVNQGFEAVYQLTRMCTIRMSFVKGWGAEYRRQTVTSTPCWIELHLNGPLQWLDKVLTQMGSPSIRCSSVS
CD11b adhes inh = blocks human CD11b/CD18 adhesion to fibrinogen; P05107+P11215; K562 CD11b/CD18 adhesion to fibrinogen, ATPlite luminescence; Mn2+ added to activate the integrin; inhibition, % at 10 µM; 93,000 tested, 0.54% active; AID 1497;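 active = primary inhibition of 50% or more at 10 µM, then 40% or more on retest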; also: some results filed as inactive read as strong as hits
sEH inh = soluble epoxide hydrolase (human) inhibition. recombinant human sEH enzymatic activity assay. inhibition, % at 2 µM. 91,000 tested, 0.34% active. AID 707. P34913; in the data active = inhibition above about 80%; also: values of inactives mirror those of a sister screen read the other way; many of its hits are not listed in these tables
sEH activator = soluble epoxide hydrolase (human) activation | AID 717 | 91,000 tested, 0.04% active | purified human sEH enzymatic activity, activator screen | activation, % at 2 µM | P34913; in the data active = activation above about 37%; also: values of inactives mirror those of a sister screen read the other way
ERb SRC1 inh = blocks coactivator binding to human estrogen receptor beta. 86,000 tested, 1.3% active. TR-FRET ER-beta LBD / SRC1-Cy5 peptide binding; receptor agonist-loaded with 1 µM estradiol. inhibition, % at 25.6 µM. AID 633. Q92731;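 active = compounds whose percent inhibition of the receptor-coactivator binding signal exceeds about 50% in the single-dose screen, limit read from the data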;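 also: 0% = receptor plus peptide wells without compound and 100% = peptide-only wells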
ERa SRC1 pot = ER-alpha (human) coactivator binding potentiation; AID 639; TR-FRET ERalpha-LBD/SRC-Cy5 coactivator binding, 2 h; 100 = basal binding, no effect; 86,000 tested, 1.3% active; P03372; coactivator binding (% of control), % at 25.6 µM; in the data active = activity above about 200%;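 also: binding measured in presence of low estradiol as agonist stimulus; 0% = peptide alone without receptor and 100% = receptor with peptide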
Target sequence (P03372 whole entry, looked up, the tested form may be a part): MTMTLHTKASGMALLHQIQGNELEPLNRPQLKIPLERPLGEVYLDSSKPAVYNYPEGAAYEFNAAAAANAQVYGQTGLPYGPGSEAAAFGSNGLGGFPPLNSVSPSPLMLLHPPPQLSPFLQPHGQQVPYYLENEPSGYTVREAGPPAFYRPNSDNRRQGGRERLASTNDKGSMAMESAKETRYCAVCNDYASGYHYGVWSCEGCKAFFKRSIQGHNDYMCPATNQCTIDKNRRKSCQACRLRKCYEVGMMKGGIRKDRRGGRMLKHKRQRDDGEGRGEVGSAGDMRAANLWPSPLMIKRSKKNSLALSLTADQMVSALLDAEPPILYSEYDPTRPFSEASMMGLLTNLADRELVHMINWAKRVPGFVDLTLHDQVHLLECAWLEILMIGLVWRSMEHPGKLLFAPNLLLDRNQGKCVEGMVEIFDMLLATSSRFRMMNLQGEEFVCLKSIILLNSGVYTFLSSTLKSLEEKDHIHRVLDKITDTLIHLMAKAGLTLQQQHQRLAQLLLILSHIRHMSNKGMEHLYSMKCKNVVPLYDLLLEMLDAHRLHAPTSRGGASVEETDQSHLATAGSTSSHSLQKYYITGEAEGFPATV
Active calls of the source: *; / = not tested or not shown; [ ] = another dose, or the depositor's remark.

SMILES	Mac1 fbg enh	Candida biofilm	MT1-MMP txn act	Smad3 inh	CD11b adhes inh	sEH inh	sEH activator	ERb SRC1 inh	ERa SRC1 pot
O=C(Nc1ccncc1)C1CCCN(S(=O)(=O)c2cccc3cccnc23)C1 (stereo unspecified)	-5	3	/	-2	7	4	-4	18[fluorescence artefact?]	93
CCCOc1ccc(/C(O)=C2/C(=O)C(=O)N(CCN(C)C)C2c2ccncc2)cc1 (stereo unspecified)	/	-1	1.2	-4	/	3	-2	17[fluorescence artefact?]	91
CCOc1ccc(OCC)c(NC(=O)CN2CCC(NC(=O)c3cccc(F)c3)CC2)c1	-5	-5	1.2	-7	-2	/	/	-6	102
CCOc1cc(CNCCCN2CCOCC2)cc(Br)c1OCC(=O)Nc1cccc(C(F)(F)F)c1	1	/	/	/	16	19	-18	/	/
O=C1C2C3C=CC(CC3)C2C(=O)N1c1ccc2c(c1)OCO2 (stereo unspecified)	/	3	1.1	-10	/	0	6	15	95
Cc1cc(C)nc(-n2nc(C)cc2NC(=O)CNC(C)c2ccccc2)n1 (stereo unspecified)	1	/	/	/	-4	-1	6	/	/
COc1ccc(CNC(=O)c2sc(=S)n(-c3ccc(OC)cc3)c2N)cc1	-3	-2	1.1	15	0	46	-45	2	79
O=c1[nH]c(CSc2nnc(-c3ccco3)n2-c2ccccc2)nc2sc3c(c12)CCC3	-3	2	1.1	6	0	/	/	24	99
O=C(CN1C(=O)NC(Cc2ccccc2)C1=O)Nc1ccccc1 (stereo unspecified)	6	-3	1.3	-4	-32	-2	3	-6	102
Cc1c(C(=O)N2CCOCC2)[nH]c2ccc(OCc3ccccc3)cc12	-3	7	/	-1	2	0	2	1	83
CC(=O)Nc1nonc1-c1nc2ccccc2n1CCC#N	-3	-2	1.2	-3	-9	-6	6	22	85
Cc1ccc(-c2cc(C(=O)NCc3ccccn3)c3ccccc3n2)cc1	4	/	/	/	0	12	-9	/	/
CCCNc1cc(=O)n(C)c(=O)n1C	-5	7	1.1	8[fluorescence artefact?]	-5	1	-1	-5	119
CCN(CC)CCN1C(=O)C(=O)/C(=C(/O)c2c(C)[nH]c(C(=O)OC)c2C)C1c1ccco1 (stereo unspecified)	-3	11	1.1	0	-5	/	/	5[fluorescence artefact?]	102
O=C(NCCn1ccc2ccccc21)c1ccc(S(=O)(=O)N2CCCCC2)cc1	-2	0	1.1	59*	-36	/	/	35	110
O=C(CSC1=NCCN1)NC12CC3CC(CC(C3)C1)C2	2	6	1.3	6	-11	/	/	2	128
CCCN(CCC)S(=O)(=O)c1ccc(NC(=O)C2CCCO2)cc1 (stereo unspecified)	/	-2	1.1	-14	/	-1	1	13[fluorescence artefact?]	96[fluorescence artefact?]
O=C1CC(c2ccco2)Cc2nc(Nc3nc(-c4ccccc4)c4ccccc4n3)ncc21 (stereo unspecified)	45	2	1.1	-2	-10	-6	5	51*[fluorescence artefact?]	98
O=C(NCCN=C1NS(=O)(=O)c2ccccc21)c1ccc2nccnc2c1	-4	4	1.1	-2	7	1	0	37	73[fluorescence artefact?]
CC(C)CC(NC(=O)C(Cc1ccc(OCc2ccccc2)cc1)NC(=O)OC(C)(C)C)C(N)=O (stereo unspecified)	-5	/	/	/	55	-2	5	/	/
Cc1ccccc1C(=O)Oc1ccccc1C(=O)N1CCOCC1	/	10	1.1	-4	/	-10	13	-8	118
COc1ccccc1Oc1coc2c(CN3CCN(C)CC3)c(O)ccc2c1=O	/	3	1.1	-5	/	4	-2	0	106
CCOc1ccc(C(=O)Nc2ccc(N3CCN(C)CC3)cc2)cc1Br	-2	/	1.3	/	-18	-9	7	/	/
COc1c(Cl)cc(Cl)cc1C(=O)Nc1ccc(NC(=O)c2cccs2)cc1	30	/	/	/	-3	5	-2	/	/
CC(=O)Nc1nc2ccccc2n1Cc1ccccc1C	6	9	1.3	4[fluorescence artefact?]	5	-5	3	4	109
Cc1ccc(-n2ncc3c(=O)n(CC(=O)OCc4ccccc4)cnc32)cc1	-2	-3	1.3	10	-6	7	-7	3	105
COc1ccc(C(=O)Nc2ccc(Cl)cc2C(=O)NCc2ccco2)cc1	/	8	0.9	10	/	-1	2	10	131
CC1(C)OC(=O)C(=CNCC(=O)NCC(=O)O)C(=O)O1	0	5	1.1	7	8	3	1	2[fluorescence artefact?]	110[fluorescence artefact?]
COc1ccccc1N(CC(=O)NC1CCCC1)C(=O)c1csnn1	2	4	1.1	2	-44	13	-13	2[fluorescence artefact?]	105
Cc1cccnc1NC(=O)C12CCC(C)(C(=O)O1)C2(C)C (stereo unspecified)	/	7	1	-1	/	5	-6	1	111
Cc1nc2c(c(-c3ccccc3)c1C#N)C(=O)c1ccccc1-2	/	3	1	7	/	0	4	-6	97
Cc1ccccc1N(CC(=O)Nc1ccccc1C(=O)O)S(C)(=O)=O	-4	6	1.2	2	-2	12	-12	43	122
C=CCc1cccc(CNc2nc3ccccc3n2CCN2CCOCC2)c1O	2	5	1.1	2	-20	8	-5	-3	125[fluorescence artefact?]
CCSc1oc(-c2ccco2)nc1S(=O)(=O)c1ccc(F)cc1	5	4	1	6	1	/	/	11[fluorescence artefact?]	72
Cc1ccc(NC(=O)/C=C/c2cccs2)c([N+](=O)[O-])c1	-2	/	/	/	9	4	0	/	/
Nc1ccccc1C(=O)Nc1cccc(C(=O)O)c1	-1	/	/	/	3	8	-10	/	/
O=C(NCC1CCN(c2ccc(S(=O)(=O)N3CCOCC3)cc2)CC1)c1ccc(Cl)cc1	-3	-2	/	11	-4	47	-47	10	78
O=C(CN1CCCCCC1)N1c2ccccc2Sc2ccc(C(F)(F)F)cc21	/	4	1.2	7	/	-9	11	-8	100
CC(C)CNC(=O)c1cc(-c2ccco2)on1	/	11	1.7	8	/	/	/	-8	123
c1ccc(COc2ccc(CN3CCN(c4ccccn4)CC3)cc2)cc1	0	5	1.2	9	17	2	0	-3	95
CCOC(=O)c1ccccc1NC(=O)Cn1cnc2c(cnn2-c2ccc(F)cc2)c1=O	-2	/	/	/	-19	3	-3	/	/
O=C1C2=C(SCCS2)C(=O)N1c1ccccc1	2	7	1.3	-1	-8	-9	11	-3	90
CCOC(=O)CNC(=O)C(=O)c1c(O)[nH]c2ccccc12	2	1	1.1	13	-17	-2	0	28	106
Cc1cc(C)nc(NC(=O)NS(=O)(=O)N2CCCCCC2)n1	0	11	0.9	-3	-4	/	/	-11	128
O=C(C1CC1)N1CCN=C1SCc1cccc(F)c1	4	-7	1	7	-7	/	/	-5	98
CCCC(c1nnnn1Cc1ccc(OC)cc1)N1CCN(c2ccccc2)CC1 (stereo unspecified)	-2	6	1.1	16	-22	/	/	4	122
COC(=O)C1=NN(C(=O)c2ccc(C)cc2)C(O)(c2ccc(Cl)cc2)C1 (stereo unspecified)	0	/	/	/	22	6	-4	/	/
COCCCNC(=O)Cn1cc2c(n1)CCC(C)C2 (stereo unspecified)	0	6	1	15	-24	/	/	-1	205*
CN1CC(=O)N(CC(=O)Nc2ccc(F)cc2)c2ccccc2C1=O	1	-1	1.2	-2	2	0	-2	-5	117
CC1=C(C(=O)NCc2ccco2)C2(CCC(C)CC2)OC1=O (stereo unspecified)	-3	-1	1.2	-3	15	15	-15	0	120
O=C(CC12CC3CC(CC(C3)C1)C2)NCC(=O)N1CCc2ccccc2C1	3	/	/	/	-1	14	-12	/	/
CN(C(=O)COC(=O)c1ccc2c(c1)OCO2)C1CCS(=O)(=O)C1 (stereo unspecified)	-1	8	1.1	-7	3	-4	5	10	92
CCCC(=O)Nc1sc2c(c1C#N)CCCC2	3	0	1.3	3	-30	-4	4	3	126
CC(=O)c1cccc(NC(=O)C2CCCN(S(C)(=O)=O)C2)c1 (stereo unspecified)	-1	10	1.1	3	-17	-11	8	1	93
CC1=CC2=NC(=O)CC(C)(C(=O)N(CC(=O)NC(C)(C)C)C3CCCC3)N2C=C1 (stereo unspecified)	1	/	1.4	/	-20	8	-5	/	/
Cc1ccc(S(=O)(=O)N2CCN(CC(=O)NC(=O)NCc3ccccc3)CC2)cc1C	1	/	/	/	-11	47	-46	/	/
O=C(CN1CCN(C(=O)c2cccs2)CC1)Nc1ccc(Br)cc1	1	4	1.2	5	-10	13	-14	-15	102
Cc1c(C(=O)Nc2ccccn2)oc2ccccc12	-7	/	1	2	-8	/	/	1	128
O=C1CCSc2ccc(Cl)cc2N1Cc1cccc(Cl)c1	2	/	/	/	10	-7	9	/	/
O=C(NCCC1=CCCCC1)c1ccc(=O)oc1	1	1	1.1	-9	0	-3	2	19[fluorescence artefact?]	84

Another view of 2 compounds above.
| smiles | Mac1 fbg enh | Candida biofilm | MT1-MMP txn act | Smad3 inh | CD11b adhes inh | sEH inh | sEH activator | ERb SRC1 inh | ERa SRC1 pot |
| --- | --- | --- | --- | --- | --- | --- | --- | --- | --- |
| CCCC(=O)Nc1sc2c(c1C#N)CCCC2 | 3 | 0 | 1.3 | 3 | -30 | -4 | 4 | 3 | 126 |
| CC(=O)c1cccc(NC(=O)C2CCCN(S(C)(=O)=O)C2)c1 (stereo unspecified) | -1 | 10 | 1.1 | 3 | -17 | -11 | 8 | 1 | 93 |

Continued.
SMILES	Mac1 fbg enh	Candida biofilm	MT1-MMP txn act	Smad3 inh	CD11b adhes inh	sEH inh	sEH activator	ERb SRC1 inh	ERa SRC1 pot
Cc1ccc(-n2c(-c3c(-c4ccccc4)noc3C)n[nH]c2=S)cc1	-2	1	1	11	-4	-9	10	-5	84
COC(=O)CNC(c1ccccc1)c1cc(Br)ccc1NC(=O)OCc1ccccc1 (stereo unspecified)	2	/	/	/	6	15	-13	/	/
CC(C)C1O/C(=N/C(=O)Nc2ccc(Cl)c(Cl)c2)NC1=O (stereo unspecified)	-8	1	1.1	-9	78	0	-2	-6	117
CC(C)CN(Cc1c(O)ccc2c3c(c(=O)oc12)CCC3)CC(C)C	/	5	1.1	-11	/	-16	16	1	91[fluorescence artefact?]
CCn1cc(C(=O)OCc2cccc(Br)c2)c(=O)c2ccc(C)nc21	-1	-3	1.1	-1	-5	14	-9	11[fluorescence artefact?]	92
COc1cc2c(cc1OC)CN(CC(=O)Nc1ccc3c(c1)OC(F)(F)O3)CC2	-2	/	/	/	-3	20	-19	/	/
OCCSc1ncnc2c1oc1ccccc12	-8	/	1	9	30	3	-2	-6	120
O=S(=O)(Cc1ccccc1)/C1=C(\N2CCOCC2)CCCCCC1	2	/	1.1	/	-3	-4	3	/	/
CCCNc1ncnc2nc[nH]c12	0	9	1.1	6	-7	/	/	-3	122
COc1oc(-c2ccc(Cl)cc2)nc1C(F)(F)F	/	7	1.1	4	/	8	-8	-2	101
CSc1nc2nccc(-c3ccc(Oc4ccccc4)cc3)n2n1	-4	3	/	10	9	-9	11	1	72
CC(=O)Nc1ccc(S(=O)(=O)NC(C(=O)O)C2=CCC=CC2)cc1 (stereo unspecified)	-6	3	1.2	6[fluorescence artefact?]	20	-14	13	-3	116[fluorescence artefact?]
CCCCCn1c(=O)[nH]c2cc(C(=O)N3CCN(Cc4ccc5c(c4)OCO5)CC3)ccc2c1=O	-4	4	/	14	44	0	-2	0	182
C=CCNC(=O)c1ccc(C)c(Br)c1	-5	2	1.2	6	1	-1	6	-24	112
O=C(O)Cn1cnc2ccccc2c1=O	1	5	1.3	7	-10	-20	13	-1[fluorescence artefact?]	110
O=C(Nc1ccc(S(=O)(=O)Nc2ncccn2)cc1)c1ccco1	-6	/	/	/	11	-10	12	/	/

Gathered by group: those above containing two or more sulfur atoms (four)
SMILES	Mac1 fbg enh	Candida biofilm	MT1-MMP txn act	Smad3 inh	CD11b adhes inh	sEH inh	sEH activator	ERb SRC1 inh	ERa SRC1 pot
COc1ccc(CNC(=O)c2sc(=S)n(-c3ccc(OC)cc3)c2N)cc1	-3	-2	1.1	15	0	46	-45	2	79
O=c1[nH]c(CSc2nnc(-c3ccco3)n2-c2ccccc2)nc2sc3c(c12)CCC3	-3	2	1.1	6	0	/	/	24	99
CCSc1oc(-c2ccco2)nc1S(=O)(=O)c1ccc(F)cc1	5	4	1	6	1	/	/	11[fluorescence artefact?]	72
O=C1C2=C(SCCS2)C(=O)N1c1ccccc1	2	7	1.3	-1	-8	-9	11	-3	90

A portion of the library (hit frequency here may not be typical).
